Growth percent in the NCI-60 one-dose screen (48 h, 10 µM unless noted): 100 = growth as untreated, 0 = no growth, -100 = all killed.
786-0 – 786-0 renal cancer cells; 81,000 compounds, 5.1% hits; AID 1794775
IGROV1 – IGROV1 ovarian cancer; 79,000 compounds, 4.7% hits
TK-10 – TK-10 renal cancer cells | 81,000 compounds, 3.9% hits
SN12C – SN12C renal cancer cells; 81,000 compounds, 3.8% hits; AID 1794767
SK-OV-3 – SK-OV-3 ovarian cancer cells; 80,000 compounds, 3.2% hits; AID 1794785
UO-31 – UO-31 renal cancer; AID 1794768; 81,000 compounds, 5.2% hits
OVCAR-4 – OVCAR-4 ovarian cancer cells | 80,000 compounds, 3.7% hits
OVCAR-5 – OVCAR-5 ovarian cancer; 82,000 compounds, 2.9% hits; AID 1794783
* marks the source's active call; other numbers are inactive results; / = no result given; & = joins results of further samples. Rule for the calls: active = growth percent below 10; inactive = the rest.

Start of the data: the first 5 records, ahead of the listing:
SMILES | TK-10 | SK-OV-3 | OVCAR-5 | 786-0 | UO-31 | SN12C | IGROV1 | OVCAR-4
O=C1/C(=C/c2ccccc2CO)NC(=S)N1c1ccccc1 | 126 | 97 | 101 | 92 | 77 | 102 | 90 | 92
CCCSc1nc2ccccc2cc1/C=N/O | 107 | 86 | 95 | 105 | 71 | 111 | 93 | 100
CCCCC(C(O)c1ccccc1)N(CCCC)CCCC (stereo not given) | 104 | 105 | 99 | 101 | 99 | 100 | 102 | 96
O=C(CSc1nnc(-c2ccc3nc(-c4ccc(Cl)cc4)[nH]c3c2)o1)Nc1ccc(C(=O)/C=C/c2ccc(Cl)cc2)cc1 | 129 | 110 | 108 | 93 | 75 | 85 | 86 | 101
CCN(CC)CCCNc1cccc2c(OC)ccnc12 | 108 | 111 | 92 | 90 | 71 | 93 | 88 | 107

The whole of this part, from the start:
SMILES | TK-10 | SK-OV-3 | OVCAR-5 | 786-0 | UO-31 | SN12C | IGROV1 | OVCAR-4
O=C1/C(=C/c2ccccc2CO)NC(=S)N1c1ccccc1 | 126 | 97 | 101 | 92 | 77 | 102 | 90 | 92
CCCSc1nc2ccccc2cc1/C=N/O | 107 | 86 | 95 | 105 | 71 | 111 | 93 | 100
CCCCC(C(O)c1ccccc1)N(CCCC)CCCC (stereo not given) | 104 | 105 | 99 | 101 | 99 | 100 | 102 | 96
O=C(CSc1nnc(-c2ccc3nc(-c4ccc(Cl)cc4)[nH]c3c2)o1)Nc1ccc(C(=O)/C=C/c2ccc(Cl)cc2)cc1 | 129 | 110 | 108 | 93 | 75 | 85 | 86 | 101
CCN(CC)CCCNc1cccc2c(OC)ccnc12 | 108 | 111 | 92 | 90 | 71 | 93 | 88 | 107
c1ccc2[nH]ccc2c1 | 111 | 110 | 105 | 98 | 74 | 92 | 111 | 100
CSc1nc2ncc([N+](=O)[O-])c(=O)n2[nH]1 | 98 | 113 | 106 | 108 | 88 | 108 | 105 | 102
Cc1ccc(C2=NN3C(C2)c2cc(Br)ccc2OC3c2cccc(Cl)c2)s1 (stereo not given) | 118 | 99 | 109 | 103 | 62 | 90 | 82 | 88
Nc1c(C(=O)Nc2ccccc2)oc2ncc(Cl)cc12 | 141 | 101 | 97 | 102 | 76 | 101 | 83 | 101
N#Cc1nc(-c2ccccc2)oc1N1CC[C@@H](CO)C1 | 123 | 116 | 108 | 103 | 86 | 98 | 94 | 101
COc1ccc(-c2csc(NC(=O)CO[N+](=O)[O-])n2)cc1 | 106 | 108 | 113 | 113 | 83 | 102 | 98 | 103
O=C1Nc2cc(Cl)c(CCCl)cc2/C1=C\c1ccccc1 | 99 | 108 | 98 | 85 | 67 | 65 | 71 | 81
COc1ccccc1-n1cc(C#N)c(N)c1C(=O)c1ccc(Br)cc1 | 111 | 89 | 94 | 92 | 73 | 83 | 68 | 97
COc1cc(NCC(=O)Nc2cc(Nc3cccc(Cl)c3)ncn2)c(Cl)c(OC)c1Cl | 122 | 89 | 98 | 96 | 65 | 95 | 77 | 100
CC1C(=O)C=CN2CC(c3ccc(F)cc3)=CCC12 (stereo not given) | 88 | 104 | 116 | 99 | 92 | 93 | 100 | 109
CCOC(=O)CN1/C(=N/c2sc3c(c2C(=O)OCC)CCN(C(=O)OCC)C3)SC(=O)/C1=C\C(=O)OC | 99 | 111 | 90 | / | 74 | 86 | 92 | 87
CSc1nc(-c2cccc(NC(=O)CCl)c2)c(C#N)c(=O)n1C | 117 | 109 | 27 | 53 | -53* | 81 | -65* | 13
Nc1ccc(S(=O)(=O)c2ccc(N=Cc3ccccc3)cc2)cc1 | 100 | 68 | 109 | 94 | 94 | / | / | 108
CCOc1nc(-c2ccccc2)cc2c(O)c(-c3nnc(-c4ccccc4)o3)[nH]c(=O)c12 | 113 | 86 | 110 | 98 | 80 | 101 | 103 | 102
CCN1CCN(c2ccc(Nc3cc(-c4cccnc4Nc4c(Cl)c(OC)cc(OC)c4Cl)ncn3)cc2)CC1 | 68 | 73 | 92 | 89 | 53 | 57 | 57 | 49

One compound at a time, from the list above:
O=C(CSc1nnc(-c2ccc3nc(-c4ccc(Cl)cc4)[nH]c3c2)o1)Nc1ccc(C(=O)/C=C/c2ccc(Cl)cc2)cc1 reads TK-10: 129; SK-OV-3: 110; OVCAR-5: 108; 786-0: 93; UO-31: 75; SN12C: 85; IGROV1: 86; OVCAR-4: 101
Nc1ccc(S(=O)(=O)c2ccc(N=Cc3ccccc3)cc2)cc1 reads TK-10: 100; SK-OV-3: 68; OVCAR-5: 109; 786-0: 94; UO-31: 94; SN12C: /; IGROV1: /; OVCAR-4: 108

The results go on.
SMILES | TK-10 | SK-OV-3 | OVCAR-5 | 786-0 | UO-31 | SN12C | IGROV1 | OVCAR-4
COc1cc2c(cc1OC)C(O)C(O)(CO)C(C(=O)O)C2c1cc(OC)c(OC)c(OC)c1 (stereo not given) | 103 | 95 | 98 | 108 | 84 | 93 | 125 | /
Cc1cc(C)c2c(Nc3ncnc4c3sc3nc(C)cc(C)c34)n[nH]c2n1 | 104 | 106 | 95 | 106 | 91 | 99 | 120 | 86
Cc1ccc2c(c1)C1(Nc3cc(Cl)ccc3S1)C(=O)N2C (stereo not given) | 124 | 88 | 97 | 111 | 62 | 90 | 107 | 83
COc1ccccc1-c1cn2ccnc2c(-c2ccc3ncn(C4CCCCC4)c3c2)n1 | 107 | 89 | 93 | 88 | 76 | 92 | 107 | 87
CCNc1ccc(Cc2ccc(NCC)c(C)c2)cc1C | 95 | / | 94 | 86 | 65 | 77 | 89 | 71
CC(C)(C)OC(=O)CCC(NC(=O)OCC1c2ccccc2-c2ccccc21)C(=O)NC(Cc1c[nH]c2ccccc12)C(=O)NC(CCCCNC(=O)OC(C)(C)C)C(=O)N1CCCC1C(=O)NCC(N)=O (stereo not given) | 101 | 96 | 110 | 107 | 67 | 92 | 107 | 112
Cn1ccc2cc(NC(=O)Cn3cc(CN4CCCC4)nn3)ccc21 | 114 | 99 | 103 | 101 | 93 | 99 | 112 | 112
COc1cc(Nc2ncccc2C(=O)NCc2cn(Cc3cccc(Oc4ccccc4)c3)nn2)cc(OC)c1 | 70 | 42 | 83 | 51 | 50 | 43 | 58 | 71
O=C(Cn1c(-c2cncs2)nc2ccccc21)Nc1ccc2c(c1)OCO2 | 106 | 116 | 101 | 118 | 82 | 102 | 116 | 104
C[N+]1(C)CCCC(C#CC[N+]2(C)CCCC2)C1 (stereo not given) | / | 77 | 104 | 93 | 95 | 101 | 104 | 96
COC(=O)c1ccc(C(=O)OC)c([N+](=O)[O-])c1 | 96 | 105 | 99 | 102 | 87 | 98 | 111 | 94
CS(=O)(=O)c1ccc(/C(=N\NC(N)=S)c2ccccc2)cc1 | 107 | 112 | 107 | 97 | 70 | 101 | 99 | 104
NC(=O)NC1CCCCC1 | 106 | 100 | 90 | 107 | 95 | 104 | 99 | 103
O=NN(C(=O)NC1CCC(C(=O)O)CC1)C1CCC(C(=O)O)CC1 (stereo not given) | 110 | 114 | 97 | 107 | 93 | 103 | 107 | 96
CCOC(=O)COC(=O)c1ccccc1C(=O)OC | 121 | 110 | 97 | 85 | 49 | 99 | / | 101
O=c1[nH]c2ccc(Cl)cc2[nH]1 | 106 | 103 | 113 | 101 | 91 | 102 | 105 | 120
CN(C)c1ccc(/C=C/C(=O)c2ccc(NC(N)=O)cc2)cc1 | 98 | 105 | 100 | 97 | 68 | 93 | 100 | 94
O=c1[nH]c(Cc2ccccc2)c(Br)c(=O)[nH]1 | 106 | 107 | 99 | 103 | 90 | 94 | 103 | 108
Cn1ccc2cc(Nc3ccccc3)ccc21 | 108 | 110 | 99 | 110 | 75 | 91 | 107 | 110
CCc1ccc(C2CC(c3ccccc3Cl)=NN2c2ccc(S(N)(=O)=O)cc2)cc1 (stereo not given) | 109 | 82 | 104 | 81 | 77 | 81 | 104 | 92
Nc1nc(=S)c2ncn(C3OC(COP(=O)(O)O)C(O)C3O)c2[nH]1 (stereo not given) | 8.9* | 5.3* | 37 | 23 | 25 | 30 | 44 | 32
Clc1cccc(I)c1 | 113 | 115 | 95 | 100 | 104 | / | 131 | 116
COc1cc(OC)cc(C(=O)Nc2ccc(NCCN3CCOCC3)nc2)c1 | 104 | 99 | 103 | 104 | 99 | 103 | 115 | 112
CCOc1ccc2c(c1)sc1nc(-c3ccccc3)c(-c3ccc(OC)cc3OC)n12 | 110 | 97 | 85 | 97 | 64 | 99 | 73 | 78
O=C(CSc1ccc2nnc(-c3cccc(F)c3)n2n1)Nc1ccc2c(c1)OCO2 | 112 | 100 | 113 | 94 | 70 | 80 | 55 | /
CC1(C)Oc2cc3oc(=O)ccc3cc2C[C@@H]1OCCS(C)(=O)=O | 103 | 102 | 111 | 106 | 91 | 109 | 107 | 100
O=C1/C(=C/N2N=C(c3ccc4ccccc4c3)CC2c2ccccc2O)SC(=S)N1c1cccnc1 (stereo not given) | 60 | 39 | 69 | 14 | 12 | 40 | 26 | 66
Cc1ccc(-n2cc(/C=N/NC(=O)c3nc(N)n[nH]3)c(-c3ccc(S(C)(=O)=O)cc3)n2)cc1 | 119 | 104 | 105 | 99 | 93 | 97 | 98 | 101
O=c1c2ccccc2nc(CN2CCCCC2)n1/N=C/c1ccccc1 | 106 | 108 | 108 | 104 | 77 | 101 | 99 | 112
O=C(Nc1c(Cl)cc2c(c1Cl)Cc1cc([N+](=O)[O-])ccc1-2)C(Cl)Cl | 64 | 71 | 99 | 93 | 62 | 89 | 64 | 73
Clc1nc2ccccc2cc1-c1nnc(Cn2c(COc3ccccc3)nc3ccccc32)o1 | 102 | 82 | 102 | 100 | 68 | 111 | 78 | 85
C/C(=N\NC(=O)CSc1nc2ccccc2c(=O)n1CCc1ccc(S(N)(=O)=O)cc1)c1ccccc1Cl | 104 | 112 | 100 | 91 | 71 | 90 | 105 | 87
CCCCC1COc2cccc3c2N1C=C/C3=C\C(=O)N(C)c1ccc(OC)cc1 (stereo not given) | 105 | 108 | 119 | 99 | 89 | 104 | 102 | 88
N#C/C(=C\N1CCNC1=S)c1nc2ccccc2s1 | 141 | 85 | 92 | 100 | 78 | 107 | 84 | 87
Cc1ccc2c(c1S(=O)(=O)Cl)C(=O)c1ccccc1C2=O | 107 | 95 | 102 | 102 | 96 | 101 | 104 | 105
CCCCc1nc(/C=N/Nc2nc(Nc3ccccc3)nc(Nc3ccc(S(N)(=O)=O)cc3)n2)c(Cl)[nH]1 | 112 | 114 | 102 | 95 | 85 | 94 | 98 | 81
c1ccc(CNc2ccccn2)cc1 | 101 | 110 | 92 | 97 | 96 | 105 | 109 | 110
CN1CCC(=C2c3ccccc3CCc3cccnc32)CC1 | 109 | 128 | 104 | 105 | 74 | 109 | 109 | 100
CCCCCCCCCCC(O)CO (stereo not given) | 98 | 110 | 108 | 97 | 115 | 112 | 142 | 117
Cc1cc2nc3c4cc(Br)ccc4n(CCN(C(C)C)C(C)C)c3nc2cc1C | 88 | 85 | 80 | 75 | 55 | 84 | 47 | 60
O=C(CNC(=O)c1ccc(Cl)cc1)NO | 109&97 | 112&101 | 106&96 | 101&105 | 83&88 | 99&105 | 109&140 | 107&113
Cc1cc(C(=O)c2ccc(Cl)cc2)ccc1O | 87 | 110 | 99 | 80 | 85 | 89 | 117 | 79
C1=C2Sc3ccccc3N=C2c2ccccc2C1 | 144 | 118 | 134 | 108 | 73 | 106 | 86 | 85
CCC(O)(C#CCl)CC | 113 | 95 | 104 | 97 | 78 | 101 | 107 | 99
CCN(CC)C(=O)O/N=C(/C)c1ccccc1 | 87 | 111 | 103 | 97 | 101 | 100 | 126 | 81
O=C1c2cc3c(cc2-c2c1c1ccc(F)cc1c(=O)n2C[C@H](O)[C@H](O)[C@H](O)CO)OCO3 | -26* | -30* | -21* | 0.3* | -55* | -18* | 7.2* | 5.1*
O=C1c2cccc3c(-c4ccc5c(c4)ncn5C4CCCCC4)ccc(c23)C(=O)N1c1nc2ccccc2s1 | 100 | 95 | 102 | 93 | 56 | 84 | 92 | 79
CN1C(=S)NC(c2ccc3c(c2)OCO3)C(C(=O)O)=C1CCl (stereo not given) | 104 | 97 | 101 | 102 | 87 | 104 | 104 | 113
Cc1ccc(-c2nc(SCC(=O)c3ccccc3)[nH]c(=O)c2C#N)cc1 | 103 | 95 | 89 | 105 | 79 | 105 | 98 | 127
Cc1ccc(-c2nc3ccccn3c2-c2nnc(-c3ccsc3C)o2)cc1 | 108 | 84 | 102 | 93 | 82 | 106 | 116 | 108
Cc1ccc(/C=N/NC(=O)C[N+](C)(C)C)cc1 | 103 | 104 | 93 | 114 | 100 | 113 | 119 | /
CCOC(=O)C1C(C(=O)OCC)C(C)(C)C1N(C)C (stereo not given) | 68 | 82 | 100 | 91 | 80 | 106 | / | 100
CC(=O)NC[C@H]1CN(c2ccc(N3CCSCC3)c(F)c2)C(=O)O1 | 123 | 117 | 95 | 100 | / | 100 | / | 90
COC(=O)c1cc(N=C2NC(=O)/C(=C/C=C/c3ccccc3)S2)ccc1O | 53 | 33 | 71 | 20 | 54 | 39 | 38 | 59
C#CCNC(=O)c1cc(C(=O)c2ccc(Cl)cc2)n2c(C)cccc12 | 121 | 99 | 121 | 106 | 89 | 99 | 117 | 106
COc1cc(-c2nc(SCC(=O)Nc3nc4ccc(C)cc4s3)[nH]c(=O)c2C#N)cc(OC)c1OC | 186 | 100 | 100 | 96 | 58 | 99 | 80 | 106
COc1ccc(/C=N/NC(=O)c2[nH]c(=O)c3c(=O)[nH]c(-c4ccccc4)cc3c2O)cc1 | 83 | 101 | 96 | 101 | 94 | 93 | 111 | 97

High-throughput results from PubChem BioAssay.
